High-throughput results deposited in PubChem BioAssay by Southern Research Specialized Biocontainment Screening Center.
influenza NS1A – NS1A inhibition, H1N1 influenza, cell based functional assay (AID 504329). inhibition, % at 12.5 µM, or IC50 in µM where a hit was titrated. 0.3% of 340,000 active. NS1A functional cell-based assay, percent inhibition; higher % means a stronger effect; in the data active = a potency from the dose series; inconclusive = inhibition above about 27% without an active follow-up result; note: strong numbers were not always called active
M. tuberculosis – growth inhibition of non-replicating M. tuberculosis (AID 488890). Mycobacterium tuberculosis non-replicating, growth inhibition; higher % means a stronger effect. one-dose inhibition, % at 25 µM; IC50 in µM for titrated hits. 0.39% of 320,000 active; in the data active = a potency from the dose series; inconclusive = inhibition mostly from about 82% at the one dose, without a potency; inactive = the rest, 99 in 100 with inhibition below about 76%;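 note: plate controls were DMSO cells for no effect and high antibiotic wells for full effect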
VEEV TC-83 Vero – inhibitors of VEEV TC-83 cytopathic effect, confirmation, Vero cells (AID 588727) | Vero cells, VEEV TC-83 cytopathic effect inhibition; higher % means a stronger effect | inhibition, % at 20 µM; hits with a dose series show IC50 in µM | 0.13% of 350,000 active; in the data active = a potency from the dose series; inconclusive = inhibition mostly from about 14% at the one dose, without a potency; inactive = the rest, 99 in 100 with inhibition below about 12%; note: strong numbers were not always called active
M. tuberculosis HTS – M. tuberculosis growth inhibition, HTS (AID 449762); M. tuberculosis H37Rv growth inhibition, 7H9 media; higher % means a stronger effect; inhibition, % at 25 µM, or IC50 in µM where a hit was titrated; 0.59% of 330,000 active; in the data active = a potency from the dose series; inconclusive = inhibition above about 70% without an active follow-up result;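 note: bacterial growth assessed after seven days of incubation; strong numbers were not always called active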
Salmonella PhoP GFP – PhoP regulon inhibitors, Salmonella typhi PhoP promoter GFP reporter, confirmatory (AID 1850) | Salmonella Typhi PhoP-promoter GFP reporter, fluorescence, 4 h; higher % means a stronger effect | inhibition, % at 50 µM; hits with a dose series show IC50 in µM | 0.33% of 310,000 active; in the data active = a potency from the dose series; inconclusive = inhibition mostly from about 25% at the one dose, without a potency; inactive = the rest, 99 in 100 with inhibition below about 19%;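 note: 0% = induced wells with vehicle and 100% = uninduced wells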
* hit, by the source's call; i = inactive; ? = inconclusive; nt = no result given. The order is random (roughly 1.6% active in at least one column).

SMILES	influenza NS1A	M. tuberculosis	VEEV TC-83 Vero	M. tuberculosis HTS	Salmonella PhoP GFP
Cc1cccc(CCNCc2cc3cc(C)cc(C)c3[nH]c2=O)c1	-6%	40%	1.0%	9%	2%
Nc1cc(=O)[nH]c(SCC(=O)Nc2cccc([N+](=O)[O-])c2)n1	-13%	-2%	i	-3%	3%
Cc1ccccc1OCC(=O)OCC(=O)Nc1ccc2c(c1)OCCO2	-2%	-7%	0.3%	-8%	nt
O=C(Nc1ccccc1)c1ccc(CN2CCC(Cc3ccccc3)CC2)cc1	8%	8%	i	-4%	4%
COc1ccc(C(=O)N2CCN(C(=O)c3cc(OC)c(OC)c(OC)c3)CC2)cc1	-13%	-7%	6.5%	-8%	3%
COc1ccc(CN2CC(C(=O)NCc3ccc4c(c3)OCO4)CC2=O)cc1 (centres undefined)	-15%	-4%	1.5%	-3%	-2%
O=C(Cn1cnc2sc(-c3ccccc3)cc2c1=O)NCc1ccccc1	-8%	50%	5.7%	1%	-5%
O=C(CSc1nc2[nH]c(=O)cc(O)c2s1)Nc1cc(Cl)cc(Cl)c1	-5%	26%	3.9%	5%	7%
CCc1cc(=O)oc2c(C)c(OCC(=O)NCC3CCC(C(=O)O)CC3)ccc12 (centres undefined)	5%	-5%	0.2%	-3%	10%
Cn1c(=O)c(=O)n(C)c2cc(S(=O)(=O)NCCOc3ccccc3)ccc21	nt	-18%	1.9%	-12%	5%

Rewritten field by field: part of the list above.
> COc1ccc(C(=O)N2CCN(C(=O)c3cc(OC)c(OC)c(OC)c3)CC2)cc1
  influenza NS1A: -13%	M. tuberculosis: -7%	VEEV TC-83 Vero: 6.5%	M. tuberculosis HTS: -8%	Salmonella PhoP GFP: 3%

> O=C(CSc1nc2[nH]c(=O)cc(O)c2s1)Nc1cc(Cl)cc(Cl)c1
  influenza NS1A: -5%	M. tuberculosis: 26%	VEEV TC-83 Vero: 3.9%	M. tuberculosis HTS: 5%	Salmonella PhoP GFP: 7%

In another format: 4 of the compounds above.
COc1ccc(C(=O)N2CCN(C(=O)c3cc(OC)c(OC)c(OC)c3)CC2)cc1
  influenza NS1A: -13% | M. tuberculosis: -7% | VEEV TC-83 Vero: 6.5% | M. tuberculosis HTS: -8% | Salmonella PhoP GFP: 3%
COc1ccc(CN2CC(C(=O)NCc3ccc4c(c3)OCO4)CC2=O)cc1 (centres undefined)
  influenza NS1A: -15% | M. tuberculosis: -4% | VEEV TC-83 Vero: 1.5% | M. tuberculosis HTS: -3% | Salmonella PhoP GFP: -2%
O=C(Cn1cnc2sc(-c3ccccc3)cc2c1=O)NCc1ccccc1
  influenza NS1A: -8% | M. tuberculosis: 50% | VEEV TC-83 Vero: 5.7% | M. tuberculosis HTS: 1% | Salmonella PhoP GFP: -5%
O=C(CSc1nc2[nH]c(=O)cc(O)c2s1)Nc1cc(Cl)cc(Cl)c1
  influenza NS1A: -5% | M. tuberculosis: 26% | VEEV TC-83 Vero: 3.9% | M. tuberculosis HTS: 5% | Salmonella PhoP GFP: 7%

Next results follow.
SMILES	influenza NS1A	M. tuberculosis	VEEV TC-83 Vero	M. tuberculosis HTS	Salmonella PhoP GFP
Cn1c(COc2ccccc2)nnc1SCC(=O)NNC(=O)C1CCCCC1	4%	7%	i	-2%	15%
N#Cc1ccc(NC(=O)c2sc3cc(C(F)(F)F)cnc3c2-c2cccs2)cc1	9%	-7%	3.3%	6%	-4%
COC(=O)c1ccc(CNC(=O)c2ccc(S(=O)(=O)N3CCCC(C)C3)cc2)cc1 (centres undefined)	-3%	-9%	0.6%	-2%	nt
Cc1ccc(S(=O)(=O)N2CC3CCCN3c3ccc(C(F)(F)F)cc32)cc1 (centres undefined)	9%	-2%	4.0%	-1%	-3%
COc1ccc(NC(=S)N(Cc2ccc(Cl)cc2)Cc2ccc(C(=O)O)cc2)cc1Cl	7%	14%	3.4%	23%	-5%
O=C(COc1ccc2ccccc2c1)Nc1cccc(C(=O)Nc2ccccc2C(=O)O)c1	-8%	53%	1.9%	63%	-4%
c1ccc(-c2nnc(SCC3CCCCO3)nc2-c2ccccc2)cc1 (centres undefined)	12%	2%	1.6%	21%	0%
CCC(C)NC(=O)C1CCCN(C(=O)NC2CCCCC2)C1 (centres undefined)	11%	7%	0.8%	-5%	-11%
COc1ccccc1NC(=O)CSc1nnnn1-c1ccccc1F	-1%	13%	1.4%	-2%	-3%
O=C1NC2(CCCCC2)C(=O)N1/N=C/c1ccc(O)cc1O	6%	-27%	1.0%	-5%	19%
Cc1cc(Nc2cc(C(=O)O)ccc2C)n2ncnc2n1	-4%	3%	0.5%	-6%	-4%
COc1ccc(NS(=O)(=O)c2c(C)n(C)c(=O)n(C)c2=O)cc1OC	-6%	-5%	1.3%	-6%	-9%
O=C(NCCN1CCN(c2ccccc2)CC1)c1ccc2c(c1)[nH]c(=S)n1c3ccccc3nc21	7%	-15%	2.3%	3%	2%
CCNc1nc(SCc2ccccc2)nc(N2CCOCC2)n1	-1%	25%	4.9%	5%	-8%
C/C=C/C(=O)OCC(=O)Nc1ccc(SC(F)F)cc1	10%	12%	0.3%	?	1%
COc1ccc(-n2nc(C(=O)NCC(=O)N3CCN(C)CC3)c3ccccc3c2=O)cc1	9%	-17%	i	-1%	4%
C/C=N/NC(=O)CCNC(=O)c1ccccc1	-8%	-15%	1.6%	2%	-6%
CCn1nc(NC(=O)c2ccco2)c2cc3ccc(C)cc3nc21	-20%	4%	12%	-1%	2%
CN(C)S(=O)(=O)c1cccc(NC(=O)CNCC2CCCCC2)c1	-1%	6%	2.2%	-1%	0%
COc1ccc(O)c(C(=O)c2cnc3c(c2)c(=O)[nH]c(=O)n3C)c1	-2%	7%	i	3%	-9%
Cc1cc(=O)[nH]c2ccc(Cl)cc12	6%	2%	0.0%	-3%	0%
Cc1ccc(SCC(=O)Nc2ccc3c(c2)OCCO3)cc1	0%	?	0.7%	24%	-5%
Cc1ccc(C(C)C)cc1S(=O)(=O)Nc1ccncc1	1%	-10%	0.3%	4%	-9%
COc1ccc(C(CCNCc2ccccc2F)c2ccc(F)cc2)cc1 (centres undefined)	2%	64%	i	10%	4%
COc1ccccc1OCCN1C(=O)S/C(=C\c2ccco2)C1=O	-7%	12%	6.7%	-3%	-6%
Nn1cnn(Cc2ccccc2)c1=S	6%	-2%	i	-3%	-1%
CCCCn1c(N)c(N(Cc2ccccc2OC)C(=O)C(C)Oc2ccc(Br)cc2)c(=O)[nH]c1=O (centres undefined)	-10%	nt	1.3%	nt	nt
COc1ccc(-n2c(=S)[nH]c3cc(C(=O)N(C)Cc4ccccc4)ccc3c2=O)cc1	0%	-8%	0.4%	0%	-6%
COC(=O)c1cc(OC)c(OC)cc1NC(=O)Nc1ccccc1OC	5%	-4%	2.0%	-2%	11%
COc1ccc(/C=N\NC(=O)c2nn(C)cc2Cl)cc1CN1CCOCC1	5%	1%	0.7%	-5%	-7%

Record cards, from the list above. Order of values: influenza NS1A | M. tuberculosis | VEEV TC-83 Vero | M. tuberculosis HTS | Salmonella PhoP GFP
Shown for Cc1ccc(C(C)C)cc1S(=O)(=O)Nc1ccncc1 → 1% | -10% | 0.3% | 4% | -9%
Shown for Cc1ccc(SCC(=O)Nc2ccc3c(c2)OCCO3)cc1 → 0% | ? | 0.7% | 24% | -5%

Continued:
SMILES	influenza NS1A	M. tuberculosis	VEEV TC-83 Vero	M. tuberculosis HTS	Salmonella PhoP GFP
O=C(CSc1c2c(nc3cc(Cl)ccc13)CCCC2)NCc1ccco1	1%	39%	8.7%	-11%	-6%
COCC(C)NC(=O)c1cc(S(=O)(=O)N2CCCCC2)ccc1N1CCOCC1 (centres undefined)	1%	23%	i	2%	-6%
COc1ccccc1C(=O)N1CCNC(=O)C1CC(=O)Nc1cccc(C)c1 (centres undefined)	0%	2%	0.4%	6%	-11%
NS(=O)(=O)c1ccc(NC(=S)N2CCN(c3cccc(Cl)c3)CC2)cc1	-10%	37%	1.5%	-5%	-3%
